Compound activity from PubChem.
Pemphigus Ab inh: blocks pemphigus antibody binding to human desmoglein-3. P32926. DSG3-coupled beads, scFv-anti-DSG3-GFP binding, flow cytometry; active compounds read low. binding (percent of control), % at 10 µM. 0.48% of 310,000 active. AID 588358;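 active = binding more than 3 SD below its plate's average and above zero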;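 also: hits lower antibody fragment binding to DSG3; some compounds called inactive have numbers as strong as hits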
OPRM1-OPRD1 inv: mu-delta opioid heterodimer inverse agonism; P35372+P41143; cell-based MOR-DOR heterodimer luminescence; inhibition, % at 9.3 µM; 0.21% of 340,000 active; AID 504357; in the data active = inhibition above about 22%, passing the limit was not always enough;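 also: 0% = cells with DMSO and 100% = wells without cells with DMSO; values of inactives mirror those of a sister screen read the other way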
AddAB inh: less growth of phage-infected E. coli with AddAB | E. coli expressing H. pylori AddAB, absorbance growth | 0.29% of 330,000 active | inhibition, % at 11.9 µM; in the data active = inhibition above about 12%;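 also: 0% = vehicle wells of infected cells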
MOR-DOR ag: agonists of human mu-delta opioid receptor heterodimerization; P35372+P41143; cells, OPRM1-OPRD1 heterodimerization, luminescence; activation, % at 9.3 µM; 0.3% of 340,000 active; AID 504326; in the data active = activation above about 18%;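 also: 0% = vehicle-treated cells and 100% = reference agonist; values of inactives mirror those of a sister screen read the other way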
phage Ecoli inh: E. coli growth loss with phage present; growth absorbance; inhibition, % at 11.9 µM; 0.26% of 360,000 active; in the data active = inhibition above about 11%
PfHsp90 yeast 2: reduces growth (ATP signal) of yeast expressing P. falciparum Hsp90. 0.32% of 310,000 active. AID 504621. S. cerevisiae expressing PfHsp90, BacTiter-Glo ATP, 48 h; yeast lacking PDR1 and PDR3 efflux regulators. inhibition, % at 9.4 µM;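 active = every replicate shows inhibition above about 80%, whatever the replicate mean, limit read from the data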;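 also: 0% = DMSO neutral controls and 100% = 20 µM radicicol positive controls; yeast relying on Plasmodium falciparum Hsp90 in place of its own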
E coli growth: bacterial growth inhibition, counter-screen for AddAB inhibitors; E. coli V3065 growth, OD600 absorbance, 18 h; inhibition, % at 11.9 µM; 0.27% of 330,000 active;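 active = inhibition above the campaign's mean inhibition across all tested compounds plus 3 SD, cut at about 9.9% in these data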;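 also: uninfected addAB+ strain grown without phage in ampicillin broth; 0% = DMSO wells and 100% = ciprofloxacin 0.95 µg/ml wells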
HTR5A ag ctr: HTR5A agonism, opioid heterodimer counter-screen; P47898; HTR5A agonist assay, luminescence, cell-based; activation, % at 9.3 µM; 0.61% of 340,000 active; AID 504692; in the data active = activation mostly above about 9.5%, no sharp cut-off; inactive = mostly below about 7.6%;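 also: 0% = cells with vehicle only and 100% = reference agonist; strong numbers were not always called active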
Target sequence (P47898 whole entry, looked up): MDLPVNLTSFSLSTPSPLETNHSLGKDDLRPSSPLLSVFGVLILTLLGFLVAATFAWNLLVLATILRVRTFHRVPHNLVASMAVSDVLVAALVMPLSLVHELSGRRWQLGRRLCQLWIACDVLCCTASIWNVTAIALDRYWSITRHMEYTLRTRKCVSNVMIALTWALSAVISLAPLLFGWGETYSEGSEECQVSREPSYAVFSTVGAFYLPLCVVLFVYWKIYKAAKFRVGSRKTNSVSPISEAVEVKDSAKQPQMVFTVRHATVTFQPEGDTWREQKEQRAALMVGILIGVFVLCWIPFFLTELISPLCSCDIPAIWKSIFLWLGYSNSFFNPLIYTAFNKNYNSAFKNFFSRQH
Mot1-301 SUMO: inhibitors of SUMOylation pathway: yeast Mot1-301 growth rescue | 1% of 320,000 active | AID 2716 | growth rescue, % at 18.8 µM | S. cerevisiae Mot1-301 growth rescue, ATP luminescence, 38.5C; percent above DMSO median, 100 means doubled;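 active = every valid replicate shows activation above 250% relative to neutral control wells; inactive = the rest, any valid replicate at or below 250%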;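 also: OY570 slx delta 5 strain wells were the positive control but not used for scaling; some compounds called inactive have numbers as strong as hits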
PKA-R1A act: activators of PKA-R1A complex | 0.083% of 340,000 active | activation, % at 11.4 µM | P00514+P68181 | PKA-R1A dissociation, Cy5-IP20 fluorescence polarization; scaled: DMSO 0%, 113 µM cGMP 100% | AID 504707;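 active = percent activation above the mean of all tested compounds plus 3 SD, cut at about 19% in these data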;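 also: higher means more PKAc released from R1A so a rise in polarization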
HTR5A inv ag: counter-screen for OPRM1-OPRD1 inverse agonists: human HTR5A inverse agonism; P47898; HTR5A cell line, luminescence; inhibition, % at 9.3 µM; 0.083% of 340,000 active; in the data active = inhibition mostly above about 23%, no sharp cut-off; inactive = mostly below about 18%;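 also: 0% = cells with DMSO and 100% = no-cell wells with DMSO; some compounds called inactive have numbers as strong as hits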
* marks the source's active call; other numbers are inactive results; · = not tested or not shown.

Compound,Pemphigus Ab inh,OPRM1-OPRD1 inv,AddAB inh,MOR-DOR ag,phage Ecoli inh,PfHsp90 yeast 2,E coli growth,HTR5A ag ctr,Mot1-301 SUMO,PKA-R1A act,HTR5A inv ag
CCO[C@H]1OC(C(=O)O)=C[C@@H](c2ccc(C(F)(F)F)cc2)[C@@H]1CCCO,97,13,0.3,-2.3,1.1,-32,-1.0,7,2,1,-19
COc1ccccc1CNC(=O)COc1ccc(S(=O)(=O)N2CCOCC2)cc1,101,17,0.2,-3.5,-2.6,18,-0.9,2,8,9,11
CCOc1ccccc1OCC(=O)NNC(=S)NC1CCCCC1,102,17,3.8,-3.2,2.4,0,-0.8,0,5,-7,22
CCN(CC(=O)Nc1ccc(NC(C)=O)cc1)CC(=O)Nc1cc(C)on1,109,19,3.0,-5.2,4.7,5,-1.2,3,-17,3,-5
COc1ccccc1/C=C/CN1CCCCC1,117,12,3.4,-2.4,3.1,7,1.9,1,6,12,-5
CCOC(=O)c1c(C)[nH]c(C)c1S(=O)(=O)NC1CCN(C(=O)OCC)CC1,106,17,3.5,-3.1,2.4,-13,0.8,1,-19,-3,-4
C=CCN(CC=C)c1ncnc2[nH]ncc12,96,13,·,-2.6,0.4,-7,·,1,·,3,-5
Nc1ncnc(Nc2ccccc2Cl)n1,·,13,3.3,-2.5,-0.5,1,-1.4,3,3,2,22
Cc1[nH]n(-c2ccccc2)c(=O)c1C(c1ccc(C(=O)O)cc1)c1c(C)[nH]n(-c2ccccc2)c1=O,84,17,4.2,-2.5,2.5,-11,0.5,1,7,-7,5
CC1CN(C(=O)/C(C#N)=C2\N=C(NC(=O)c3ccc(F)cc3)c3ccccc32)CC(C)O1 (stereo unspecified),91,·,2.7,·,1.3,·,3.1,·,-2,·,·
Cc1ccc(C(=O)CSc2nnc(-c3snnc3C)n2C2CC2)cc1,110,12,0.9,-2.4,0.8,17,-0.3,0,6,-2,-1
Cc1cc(NS(=O)(=O)c2ccc(NC(=O)COc3ccc(Br)cc3)cc2)nc(C)n1,97,0,3.2,0.1,2.6,8,0.6,-1,-17,-7,-3
COC(=O)[C@]1(Cc2ccccc2)N[C@H](c2ccc(SC3CCCCC3)c(OC)c2)[C@@H]2C(=O)N(C)C(=O)[C@@H]21,97,-19,-0.9,3.3,2.6,2,-0.3,7,-10,-9,-3
CCC1(CC)C(=O)C2=C3C1[C@H](C(=O)OC)CC(C(=O)OC)C[C@H]3n1c(=O)n(C)c(=O)n1[C@H]2C (stereo partly specified),100,-2,0.9,0.4,2.1,1,-0.8,10,-4,-4,-26
COc1cc(S(=O)(=O)N2CCOCC2)ccc1NC(=O)COc1ccc(N(C)S(=O)(=O)c2ccc(C)cc2)cc1,96,1,1.4,-0.2,3.4,-18,0.2,5,·,-4,-28
CCSc1ccccc1C(=O)Nc1cccc(OC)c1,98,6,1.0,-1.2,4.5,·,-1.5,4,40,-4,0
Cc1ccc(Cn2cc(C(=O)c3ccc(F)cc3)c(=O)c3cc4c(cc32)OCCO4)cc1,0.5*,9,4.1,-1.9,4.1,15,-0.3,1,-21,-2,-2
COCc1cc(=O)n2[nH]c(C)cc2n1,101,6,-3.2,-1.2,1.3,24,-0.5,9,-15,-1,-26
Cc1ccc([N+](=O)[O-])cc1NC(=O)C1CCN(S(C)(=O)=O)CC1,101,5,5.3,-1.0,1.7,-18,2.8,0,-9,3,0
O=C(O)C1=C[C@H](c2ccccc2)C[C@H](OCc2ccc(CO)cc2)O1,·,15,1.8,-2.7,-0.3,5,1.0,-1,5,-8,1
NC(=O)C1CCN(C(=O)c2ccc(Oc3ccccc3)cc2)CC1,102,6,1.8,-1.0,5.0,8,-1.3,6,-13,-4,-30
O=C(NC1CCCCC1)C(c1ccccc1)N(C(=O)c1csnn1)C1CCCC1 (stereo unspecified),·,-13,2.7,1.8,1.7,21,0.4,1,-26,-2,2
Cc1ccc(CNC(=O)C2(NC(=O)Nc3ccc(C)cc3)CCCCC2)cc1,123,-13,-0.4,2.3,-3.2,5,-2.7,7,-9,9,-9
Cn1c(=O)oc2cc(S(=O)(=O)N3CCC(C(=O)N4CCN(c5ccccc5)CC4)CC3)ccc21,103,4,0.9,-0.8,1.9,-19,0.4,-1,-15,-1,2
O=C(CN1C(=O)c2ccccc2S1(=O)=O)NCCc1ccccc1,·,14,3.1,-2.3,-0.8,-6,0.8,6,136,-4,-16
OCC(O)CSc1nc(-c2ccccc2)nc2c1CCC2 (stereo unspecified),100,23,1.2,-4.6,3.4,-25,-1.1,-8,11,2,19
COCC(C)NS(=O)(=O)c1ccc(NC(=O)c2ccccn2)cc1 (stereo unspecified),94,0,1.4,0.0,3.1,9,0.6,2,0,-3,13
CC/C(=N\NC(=O)Nc1ccccc1)c1ccccc1,126,21,0.7,-3.9,4.3,35,-3.2,-1,17,-6,-7
CCN(CC)C(=O)CSc1nnc(CCNC(=O)OC(C)(C)C)o1,104,8,-1.1,-1.8,3.0,·,-1.7,-3,-9,7,6
NS(=O)(=O)c1cccc(NC(=O)CCCC2CCCCC2)c1,·,11,3.8,-1.7,0.1,1,-0.8,-5,-1,-5,13
O=S(=O)(Nc1nccs1)c1ccc(NS(=O)(=O)c2cccs2)cc1,102,16,7.1,-3.5,1.4,·,1.8,-3,-16,-4,12
COc1cccc(NC(=O)CS(=O)(=O)Cc2nc(-c3ccc(C)cc3)oc2C)c1,100,-19,2.5,3.7,1.1,-1,-1.3,8,-8,-10,-6
O=C(CN(Cc1ccccc1)C(=O)CCC(=O)Nc1nccs1)NCC1CCCO1 (stereo unspecified),0.3*,-11,1.5,1.4,0.6,12,1.4,8,-4,0,-23
O=C(CSc1nnc(-c2ccccn2)n1Cc1ccccc1)NC1CCCC1,97,11,0.1,-2.0,0.6,0,-1.9,2,-23,2,-39
Cc1nn(CC(=O)NCCN2CCOCC2)c(=O)c2ccccc12,97,6,-0.8,-1.1,4.0,-13,-3.0,-6,52,5,-17
CN1CCCN(C(=O)c2cccc(Br)c2)CC1,103,18,0.3,-3.5,2.0,-9,-0.7,0,5,0,-1
Cc1cc(/C=C2/C(=O)N(C)C(=S)N2C)c(C)n1C1CC1,96,1,0.2,-0.1,4.6,29,-0.9,-4,-1,2,11
NC(=Nc1ccc(N)cc1)C(N)=Nc1ccc(N)cc1,86,3,1.0,-0.6,1.4,19,-1.6,-1,-11,-16,3
O=C(C[n+]1ccc(/C=N/O)cc1)NC(=O)Nc1ccccc1,109,7,2.4,-1.8,2.7,-8,0.7,-1,-5,-10,2
Cc1cccc(Nc2nnc(C)c(=O)n2N)c1,96,9,1.6,-1.7,2.3,13,0.5,0,-6,-2,1
COCCNc1cc(C)nc2cc(-c3ccc(C)cc3)nn12,100,0,0.9,0.0,3.0,32,-0.8,-7,-4,-4,20
c1ccc2c(c1)ncn2CCCCOc1ccc2c(c1)CCC2,95,-11,0.5,2.2,0.2,·,0.2,3,0,-6,1
O=C(COC(=O)Cc1ccc(F)cc1)NC1CCCC1,105,9,2.0,-1.7,5.3,·,0.5,1,5,-7,-2
O=C1CN(C(=O)c2cnccn2)c2ccccc2N1,97,9,2.1,-1.7,2.5,12,0.5,-4,-4,-16,-20
COC(=O)c1ccc2c(c1)NC(=O)c1ccccc1S2,93,-5,0.0,1.0,0.2,-5,-1.0,-1,-4,-6,4
Cc1noc(C(=O)NCc2cccnc2)c1Cl,105,17,0.5,-3.3,1.9,16,1.9,10,-21,11,-29
CC/C(=N\Nc1nncc2ccccc12)c1ccc(F)cc1,86,-24,0.7,3.7,-1.0,8,-0.4,10,0,6,-28
CCOC(=O)CC(C#N)c1c[nH]c2ccccc12 (stereo unspecified),·,-16,2.4,2.6,1.2,8,-1.0,-1,-16,8,-4
O=c1cc[nH]c2cc(C(F)(F)F)ccc12,94,-14,0.1,2.3,3.3,0,2.0,12,24,-4,-27
O=C(CC1SC(N2CCCCC2)=NC1=O)Nc1cccc(C(=O)NCc2ccccc2)c1 (stereo unspecified),118,10,0.2,-2.0,-1.4,6,-0.7,1,-13,-11,-3

Ordered by heavy-atom count (highest first): part of the list above
Compound,Pemphigus Ab inh,OPRM1-OPRD1 inv,AddAB inh,MOR-DOR ag,phage Ecoli inh,PfHsp90 yeast 2,E coli growth,HTR5A ag ctr,Mot1-301 SUMO,PKA-R1A act,HTR5A inv ag
O=C(CC1SC(N2CCCCC2)=NC1=O)Nc1cccc(C(=O)NCc2ccccc2)c1 (stereo unspecified),118,10,0.2,-2.0,-1.4,6,-0.7,1,-13,-11,-3
c1ccc2c(c1)ncn2CCCCOc1ccc2c(c1)CCC2,95,-11,0.5,2.2,0.2,·,0.2,3,0,-6,1
COCCNc1cc(C)nc2cc(-c3ccc(C)cc3)nn12,100,0,0.9,0.0,3.0,32,-0.8,-7,-4,-4,20
O=C(COC(=O)Cc1ccc(F)cc1)NC1CCCC1,105,9,2.0,-1.7,5.3,·,0.5,1,5,-7,-2
O=C1CN(C(=O)c2cnccn2)c2ccccc2N1,97,9,2.1,-1.7,2.5,12,0.5,-4,-4,-16,-20
CCOC(=O)CC(C#N)c1c[nH]c2ccccc12 (stereo unspecified),·,-16,2.4,2.6,1.2,8,-1.0,-1,-16,8,-4
Cc1noc(C(=O)NCc2cccnc2)c1Cl,105,17,0.5,-3.3,1.9,16,1.9,10,-21,11,-29

(cont.)
Compound,Pemphigus Ab inh,OPRM1-OPRD1 inv,AddAB inh,MOR-DOR ag,phage Ecoli inh,PfHsp90 yeast 2,E coli growth,HTR5A ag ctr,Mot1-301 SUMO,PKA-R1A act,HTR5A inv ag
COc1ccc(C(C)=O)cc1CSc1ccc(S(=O)(=O)N2CCCCC2)cn1,86,6,-1.6,-1.4,-0.6,-18,-2.6,1,5,-4,-3
C=CCn1c(SCC(=O)NCC(=O)OCC)nnc1-c1cccc(OC)c1,114,11,1.4,-2.4,2.5,-11,-0.8,2,15,-13,-1
CC(=O)c1cc(C)ccc1OC(=O)CCN1C(=O)C2C3c4ccccc4C(c4ccccc43)C2C1=O (stereo unspecified),105,13,-1.3,-2.5,0.5,3,-4.0,0,9,-5,0
O=C(Nc1cccc2ccccc12)c1cn(-c2ccccc2)nc1-c1cccs1,95,-7,-1.5,1.2,·,-1,-1.0,5,96,-6,-16
COc1ccc2cc(C3(C)NC(=O)N(CC(=O)NCCC4=CCCCC4)C3=O)ccc2c1 (stereo unspecified),93,9,2.4,-2.0,-0.1,-9,2.7,1,-9,-3,-2

Random draw from the library; any-hit rate near 3.2%.
